# Bioassay records: PubChem BioAssay, Broad Institute
# E-sel inducer: E-selectin induction on HUVECs; HUVEC E-selectin immunofluorescence imaging; normalized: neutral wells 0, TNF-alpha wells 100; activation, % at 7.58 µM; 260,000 tested, 0.37% active; AID 686992;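 active = mean E-selectin-positive cell signal at least 10% of the positive control, reached in at least 60% of replicates, without over 20% cell loss; inconclusive = no rule given, readout overlaps actives, possibly toxicity-flagged; inactive = the rest, including those meeting only one limit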;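 note: in these data hits start at about 27%; measured in HUVEC primary endothelial cells; signal is the percent of cells scored E-selectin positive by PE staining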
# Target sequence (P16581 whole entry, looked up): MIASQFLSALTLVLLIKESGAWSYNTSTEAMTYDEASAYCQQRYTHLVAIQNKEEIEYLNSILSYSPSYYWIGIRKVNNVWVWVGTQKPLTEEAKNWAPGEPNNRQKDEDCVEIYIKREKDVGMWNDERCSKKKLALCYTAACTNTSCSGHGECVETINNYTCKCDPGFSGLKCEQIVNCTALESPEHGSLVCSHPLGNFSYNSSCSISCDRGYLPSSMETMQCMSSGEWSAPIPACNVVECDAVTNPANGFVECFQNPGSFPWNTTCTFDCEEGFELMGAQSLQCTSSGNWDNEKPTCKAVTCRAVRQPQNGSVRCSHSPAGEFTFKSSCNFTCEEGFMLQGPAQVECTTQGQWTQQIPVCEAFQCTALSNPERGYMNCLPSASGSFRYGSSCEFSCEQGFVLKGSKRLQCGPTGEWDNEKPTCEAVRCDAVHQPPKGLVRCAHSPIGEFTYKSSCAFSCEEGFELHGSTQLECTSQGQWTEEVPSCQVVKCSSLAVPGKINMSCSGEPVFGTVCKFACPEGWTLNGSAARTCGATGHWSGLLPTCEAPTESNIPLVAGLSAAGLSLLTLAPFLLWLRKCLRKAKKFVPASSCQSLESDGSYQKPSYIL
#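 assay system = HUVEC, human umbilical vein endothelial cells | input = 3,000 HUVEC seeded per well | medium = EGM-2 growth medium on 0.1% gelatin-coated wells | dosing = one compound dose added by pin transfer | signal = immunofluorescence imaging | read-out basis = % PE-positive cells | control set = TNF-alpha, DMSO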
# RAD52 inh: inhibitors of human RAD52 DNA annealing; P43351; recombinant RAD52 DNA annealing, FRET fluorescence; inhibition, % at 18.7 µM; 360,000 tested, 0.46% active;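 active = every replicate showing at least 50% inhibition; inconclusive = mean inhibition at least 50% but not in every replicate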
# esBAF inh: SWI/SNF esBAF complex inhibition; mouse ES cells, Bmi1-luciferase knock-in reporter, 24 h; 100% = twice the neutral-well signal; AID 602393; reporter increase, % at 12.5 µM; 350,000 tested, 2% active; in the data active = activation above about 40%; inconclusive = no clear call, values can overlap the other calls;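 note: 0% = median of the plate's neutral control wells and 100% = double that signal; a rise in the Bmi1 reporter signal indicates esBAF inhibition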
# ERp5 inh: inhibitors of human ERp5; Q15084; ERp5 insulin aggregation, absorbance 650 nm, 90 min; inhibition, % at 9.99 µM; 350,000 tested, 0.05% active;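 active = mean replicate inhibition above about 25%, with every replicate also reaching it, limit read from the data, passing the limit was not always enough; inconclusive = only one of those two criteria met; inactive = neither criterion met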
# Target sequence (Q15084 whole entry, looked up): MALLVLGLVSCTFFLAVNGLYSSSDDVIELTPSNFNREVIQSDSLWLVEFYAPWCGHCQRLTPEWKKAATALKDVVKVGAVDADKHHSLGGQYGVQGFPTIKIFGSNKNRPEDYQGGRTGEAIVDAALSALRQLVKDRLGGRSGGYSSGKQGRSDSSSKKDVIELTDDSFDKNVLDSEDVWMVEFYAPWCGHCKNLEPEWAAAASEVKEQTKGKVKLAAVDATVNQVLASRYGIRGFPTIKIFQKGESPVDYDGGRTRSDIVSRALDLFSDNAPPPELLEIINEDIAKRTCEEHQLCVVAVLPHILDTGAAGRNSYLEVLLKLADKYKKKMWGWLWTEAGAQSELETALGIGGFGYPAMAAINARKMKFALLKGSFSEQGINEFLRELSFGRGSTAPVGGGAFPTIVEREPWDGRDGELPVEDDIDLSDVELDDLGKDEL
# ERAP1 HTS inh: blocks human ERAP1 aminopeptidase activity; inhibition, % at 10.7 µM; recombinant ERAP1, Leu-AMC fluorescence, 60 min; Q9NZ08; 340,000 tested, 0.15% active;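 active = mean replicate inhibition of at least 30%, or all replicates individually reaching that 30% level; inactive = mean below 30% and not every replicate reaching it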;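 note: 0% = neutral control wells and 100% = L-leucinethiol positive control wells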
# XiGFP reactiv: reactivates the inactive X chromosome in mouse fibroblasts | XiGFP mouse fibroblasts, % GFP-positive cells imaging, 3 d; cells co-treated with 5-aza-dC sensitizer; scaled so ellipticine positive control = 100% | activation, % at 7.58 µM | 360,000 tested, 0.055% active | AID 743238;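 active = mean normalized replicate activation at least 10% and every replicate at or above 10%; inconclusive = only one of the two criteria met; inactive = mean below 10% and not all replicates reach 10%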;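 note: 0% = median of on-plate neutral control wells and 100% = ellipticine 6 µM median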
#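 System: SV40-immortalized XiGFP fibroblast cells, line 68-5-11 / Incubation: 3-day compound exposure, then 15 min fixation at room temperature / Compound: single concentration per compound, delivered by pin transfer / Buffer or medium: DMEM plus 5-aza-dC sensitizer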
# S100A4 inh HTS: blocks human S100A4 binding to myosin IIA peptide | inhibition, % at 10.7 µM | S100A4/TAMRA-MyoIIA peptide fluorescence polarization | P26447 | 360,000 tested, 0.14% active | AID 652163;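 active = mean inhibition of at least 70% across replicates, with every replicate also reaching that level; inconclusive = mean inhibition reaches 70% but some replicates fall short; inactive = mean inhibition below 70%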
#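 Test system: S100A4 monomer protein. Medium: HEPES buffer with Ca2+, pH 7.2. Reagent: fluorescent myosin IIA peptide, 5 nM. Compound dosing: single-point compound testing. Timing: 5 min between mix addition and reading. Benchmarks: DMSO neutral and TFP positive wells.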
# RAD54 branch: RAD54 (human) branch migration inhibition; Q92698; RAD54 Holliday junction branch migration, FAM/BHQ fluorescence; inhibition, % at 10.4 µM; 360,000 tested, 0.14% active; AID 602329;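 active = mean normalized replicate activity at least 40 and at least half of replicates scoring 40 or more; inconclusive = only one of the two criteria met; inactive = mean below 40 and under half of replicates reaching 40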;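 note: 0% = median of neutral control wells and 100% = median of positive control wells; inhibitors cause a drop in the FAM fluorescence signal; in these data hits start at about 50%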
# The depositor's hits bear a star; ? = inconclusive; nt = no result given; & = joins results of further samples. Compounds as they come; about 2.5% have a hit in one of these screens.
structure	XiGFP reactiv	esBAF inh	RAD52 inh	ERp5 inh	ERAP1 HTS inh	RAD54 branch	E-sel inducer	S100A4 inh HTS
CCOC(=O)N1CCN(C(=O)c2ccccc2NC(=O)c2ccccc2Cl)CC1	-0.1	-7	-2	-32	2	7	nt	-2
O=c1c2c(nc3nc(NCc4ccc(Cl)cc4)[nH]n13)CCC2	0.2	nt	10	7	6	nt	nt	-1
O=C(CNC(=O)C12CC3CC(CC(C3)C1)C2)OCc1cc(=O)n2cc(Br)ccc2n1	0.3	nt	-11	8	6	nt	nt	-14
C[C@H]1CN([C@@H](C)CO)C(=O)c2cc(C#Cc3ccccn3)cnc2O[C@@H]1CN(C)Cc1cncnc1	-0.2	-4	-52	1	-2	-7	0.7	-37
Cc1noc(C)c1NC(=O)N(C)C[C@@H]1Oc2ccc(NC(=O)Cc3cn(C)c4ccccc34)cc2CC(=O)N([C@H](C)CO)C[C@@H]1C	0.2&0.1	1	-19	2	2	8	-0.2&0.5	-7
CCn1nc(NC(C)=O)c2cc3cccc(C)c3nc21	0.3	0	-4	0	75*	10	0.0	-3
O=C(C[C@H]1CC[C@H]2[C@@H](COC[C@@H](O)CN2S(=O)(=O)c2ccc(Cl)cc2)O1)N[C@@H]1CCN(Cc2ccccc2)C1	-0.1	-2	14	3	-3	4	0.0	10
Cc1ccc(S(=O)(=O)N2CCC(C(=O)N3CCc4ccccc43)CC2)cc1C	0.2	7	-1	6	-2	2	0.1	-4
CCOC(=O)c1ccc(-c2ccc3[nH]c4ccccc4c(=O)c3c2)cc1F	0.0	12	-15	1	-1	-8	0.0	1
O=c1[nH]c(C2CCN(S(=O)(=O)c3ccccc3C(F)(F)F)CC2)nc2c1nnn2Cc1cccc(F)c1	0.0	-4	-6	-9	2	nt	nt	-5
COC(=O)c1sc2nc(SCc3ccccc3C)n(N)c(=O)c2c1C	0.0	nt	-7	3	-2	nt	-0.9	-1
COc1ccccc1CC(O)CC1c2c(cc3c(c2OC)OCO3)CCN1C (configuration not stated)	0.4	-1	-4	3	-1	-2	?	-1
COc1cccc(C(=O)N2C[C@@H]3[C@H](c4ccccc42)[C@@H](CO)N3C(=O)c2ccccc2)c1	0.0	-6	-7	-3	1	-4	-0.3	5
Cc1ccc(S(=O)(=O)N2CCN(C(=O)c3ccccc3)C2C(C)C)cc1 (configuration not stated)	nt	-1	-3	0	0	9	nt	-2
O=C1CC(Nc2cc(=O)[nH]c(=O)[nH]2)C(=O)N1c1ccccc1Cl (configuration not stated)	0.0	-5	-12	1	-1	5	0.0	-8
COc1ccc(N2CCN(C(=O)c3ccc4c(Cl)c5c(nc4c3)CCCC5)CC2)cc1	0.1	13	5	1	2	3	0.8	-4
CCCCCCN1C[C@H](O)[C@@H](n2cc(-c3ccc(F)cc3)nn2)C[C@@H]1c1ccccc1	0.1	7	-72	-4	12	-5	2.6	-1
C[C@@H]1CN([C@@H](C)CO)C(=O)c2cc(NS(=O)(=O)c3cn(C)cn3)ccc2O[C@@H]1CN(C)C	0.0	-6	4	3	0	5	0.6	11
CN1c2ccc(-c3ccc(F)cc3)cc2[C@H]2[C@H](CCN2S(=O)(=O)c2ccc(F)cc2)[C@H]1CO	0.6	-12	nt	nt	nt	-3	-0.7	nt
CO[C@H]1CN(C)C(=O)c2ccc(NC(=O)NC(C)C)cc2OC[C@@H](C)N(C)C[C@H]1C	-0.3	1	-10	nt	nt	nt	0.1	nt
CCOC(=O)C1CCN(C(=O)Cn2nc(C)c3c(C)n(-c4ccccc4)nc3c2=O)CC1	0.1	-1	-23	-1	-1	-14	nt	6
CCOC(=O)c1sc(NC(=O)CCCn2nc([N+](=O)[O-])c(Cl)c2C)c(C(=O)OCC)c1C	0.3	nt	-17	4	2	0	nt	0
O=C(CNC(=O)c1ccc(Br)o1)Nc1ccc(F)c(S(=O)(=O)N2CCOCC2)c1	0.0	-2	-4	6	-2	-11	0.9	-3
Cc1cc2ncc(S(=O)(=O)c3ccccc3)c(N)n2n1	0.2	nt	-13	3	2	nt	3.2	-2
CC=Cc1ccc2n(c1=O)C[C@@H]1[C@@H](CO)[C@H](C(=O)NC3CCC3)N(CCC(F)(F)F)[C@H]21 (mixture of isomers)	0.0	nt	5	-2	-1	nt	-0.1	4
CCCCCN(C(=O)CCc1cn(CCCCC)c2ccccc12)c1ccc(N(C)c2ccccn2)cc1	0.4	nt	-97	-3	0	nt	-0.2	-1
COc1ccc(C(C(=O)NCC2CCCO2)N(C(=O)CNC(=O)c2cccs2)c2ccccc2C)cc1OC (configuration not stated)	0.2	-7	-18	-6	5	-8	nt	-1
COC(=O)CSC1=C(C#N)C(c2cccc(OC)c2)CC(=O)N1 (configuration not stated)	0.0	6	6	1	3	13	-0.1	-10
CCOC(=O)C1=C(C)NC(=O)NC1c1cccs1 (configuration not stated)	0.0	nt	-1	4	-5	nt	nt	-2
CC[C@]12c3[nH]c4cc(-c5ccco5)ccc4c3CCN1C(=O)[C@@H](CC(=O)NCCCOC)C[C@@H]2C(=O)N1CCN(C(=O)c2ccco2)CC1	0.0	-12	-40	2	nt	3	-1.6	-7
C[C@@H]1CN([C@@H](C)CO)C(=O)c2cc(NC(=O)Nc3ccc(C(F)(F)F)cc3)ccc2O[C@@H](C)CCCCO[C@H]1CN(C)S(=O)(=O)c1ccc(F)cc1	0.0	0	1	2	0	-4	nt	-15
COc1cccc(C(=O)NCCS(=O)(=O)N2CCC3(CC2)OCCO3)c1	0.2	0	-11	-1	-2	4	-0.1	-5
O=[N+]([O-])c1ccc(Nc2ccccc2)nc1	0.2	nt	-11	-7	1	nt	nt	7
Cc1ccc(S(=O)(=O)Nc2ccc3c(c2)C(=O)N([C@@H](C)CO)C[C@H](C)[C@@H](CN(C)S(=O)(=O)c2ccc(C)cc2)OCCCC[C@@H](C)O3)cc1	0.2	-1	-12	3	-3	-4	-0.2	-9
CC(C)NC(=O)NCC[C@@H]1CC[C@@H](NC(=O)Nc2ccccc2)[C@H](CO)O1	0.0	-1	1	2	nt	4	0.1	nt
Cc1ccccc1/C=C1\SC(=S)N(/N=C/c2cc([N+](=O)[O-])ccc2O)C1=O	0.0	30	-44	4	-3	-4	nt	37
COC(=O)C[C@@H]1CC[C@H]2[C@@H](COc3ccc(NC(=O)c4ccc(F)cc4)cc3C(=O)N2C)O1	-0.1	-2	14	-1	-1	1	0.1	7
COc1cccc(CCNC(=O)c2cccc(NC(=O)C3=C(C)OCCS3)c2)c1	0.0	11	-8	6	2	-11	1.0	-2
Cc1ccc(NC(=O)CSc2nc(C)c(Cc3ccccc3)c(=O)[nH]2)cc1	0.0	nt	-7	2	-2	nt	nt	3
N#Cc1ccc(-c2nc3ccc(Cl)cn3c2Cc2ccsc2)cc1	-0.1	6	-52	3	-1	-8	-0.1	12
COc1ccccc1C(=O)N1CCN(Cc2c[nH]c3ccccc23)CC1	0.1	-3	-12	1	-3	11	0.0	2
COc1cc(-c2nnc(COC(=O)c3cccn3C)o2)cc(OC)c1OC	0.2	nt	-56	0	2	2	nt	-3
COc1cc(CNC(C)C)ccc1OCC(=O)Nc1cccc2ccccc12	0.3	nt	0	5	2	-9	nt	-4
COc1ccc(C(=O)NCC(=O)N2CCN(c3ccccc3)CC2)cc1	0.0	6	6	1	-6	13	0.0	-3
CC(OC(=O)c1cc2c(s1)CCCCC2)C(=O)NC(N)=O (configuration not stated)	0.0	nt	-3	4	3	2	nt	-8
CCc1cc2c(=O)c(-c3nc4ccccc4n3C)coc2c(CN2CCCC(C)C2)c1O (configuration not stated)	0.3	1	-7	2	3	-21	nt	-2
Cc1ccc(S(=O)(=O)Nc2ccc3c(c2)C(=O)N(C)[C@@H]2CC[C@H](CC(=O)NCCc4ccncc4)O[C@H]2CO3)cc1	0.0	3	5	2	-1	11	0.4	-4
COc1ccc2c(c1)C(=O)O[C@@H](c1ccccc1)C[C@@H](O)C(=O)CC2	0.3	nt	-12	4	-1	nt	-0.1	3
C[C@@H]1CCCCO[C@H](CN(C)C(=O)CCCN(C)C)[C@H](C)CN([C@@H](C)CO)C(=O)c2cc(NC(=O)c3ccccc3)ccc2O1	-0.2	-2	14	-1	0	6	1.5	0
CN1c2ccc(Br)cc2[C@H]2[C@H](CCN2C(=O)Nc2ccccc2F)[C@H]1CO	0.3	21	11	0	0	6	0.3	3
COCCNC(=O)C[C@H]1C[C@@H]2c3cc(NC(=O)CC4CC4)ccc3O[C@@H]2[C@@H](CO)O1	0.0	0	-6	7	0	-3	-0.1	-1
CCOc1ccc(N2C(=O)CC(NC3CCN(C(=O)c4cccc(Cl)c4)CC3)C2=O)cc1 (configuration not stated)	0.0	-2	1	0	-1	1	0.5	-2
CCCNC(=O)Nc1ccc2c(c1)C(=O)N(C)[C@H]1CC[C@H](CC(=O)Nc3cccc(C)c3)O[C@@H]1CO2	-0.1	2	7	1	-1	-1	0.1	10
Cc1cc(S(=O)(=O)N2CCCC2)ccc1OCC(=O)Nc1ccc(C(N)=O)cc1	0.0	-4	-13	-7	-3	1	4.6	0
Cc1cc(C)n2nc(C(=O)OCC(=O)N(CCC#N)c3ccc(F)cc3)nc2n1	0.3	nt	-6	1	3	nt	6.1	-7
CC(=O)C1=C(C)N(Cc2ccccc2)C(=O)N[C@H]1c1cccc(C(F)(F)F)c1	0.1	-2	-38	-2	-1	7	0.3	-4
C=CCN1C(=O)C2(OCCCO2)c2cc(Cl)ccc21	0.0	-5	-3	4	2	4	nt	-3
Cc1cc(Nc2cccc(Cl)c2)nc(NCc2ccccc2)n1	0.0	nt	-20	2	-2	nt	nt	-10
Cn1cnc(S(=O)(=O)N2C[C@@H](O)COC[C@@H]3O[C@@H](CC(=O)NCc4cc(F)cc(F)c4)CC[C@H]32)c1	-0.1	-1	16	4	-1	0	0.0	-14
O=C(COc1ccc(Br)cc1Cl)NC(=O)Nc1ccc2c(c1)OCCO2	0.1	nt	18	2	2	-2	-0.1	-4

# More structures follow.
structure	XiGFP reactiv	esBAF inh	RAD52 inh	ERp5 inh	ERAP1 HTS inh	RAD54 branch	E-sel inducer	S100A4 inh HTS
COc1ccc(C)cc1NC(=O)CSc1nc2ccccc2nc1N1CCCCC1	-0.2	-13	-20	0	-3	-3	-0.1	-3
O=C(C[C@@H]1C=C[C@H](NC(=O)Nc2ccccc2F)[C@H](CO)O1)NCc1ccccc1	-0.4	nt	1	4	-11	nt	-0.6	-3
O=C(/C=C/c1cccnc1)c1ccc([N+](=O)[O-])cc1	0.0	-5	3	0	-4	-6	nt	3
CSC1=NC2(CCCCC2)C2=C(CCCC2)N1	nt	-5	-11	0	1	-18	nt	6
